Screens deposited in PubChem by several laboratories.
AID2073 = disruptors of CaV2.2 binding to Mint1 – biochemical, HTRF (AID 2073); HTRF protein-protein interaction, Mint1-CaV2.2; higher % means a stronger effect; inhibition, % at 20 µM, or IC50 in µM where a hit was titrated; 0.19% of 290,000 active; in the data active = inhibition mostly above about 51%, no sharp cut-off; inconclusive = no clear call, values can overlap the other calls; inactive = mostly below about 53%; note: some results filed as inactive read as strong as hits
SIAH1 antagonists = blockers of Siah-1 interaction with plectin peptide – biochemical, fluorescence polarization, rhodamine-plectin, uHTS, primary screen (AID 1817); Siah-1 / rhodamine-plectin peptide fluorescence polarization; higher % means a stronger effect; one-dose displacement, % at 20 µM; IC50 in µM for titrated hits; 0.02% of 290,000 active;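 active = displacement of at least 50% at 20 µM, with a fluorescence ratio check between 0.3 and a set limit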;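 note: plate controls were Siah plus tracer with DMSO for no effect and tracer alone without Siah for full effect; strong numbers were not always called active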
HIV peptide binding = inhibitors of HIV fusion peptide binding, primary screen, biochemical, uHTS, fluorescence dequenching (AID 1986) | cell-free peptide binding, fluorescence dequenching, 30 min; higher % means a stronger effect | one-dose inhibition, % at 20 µM; IC50 in µM for titrated hits | 0.3% of 290,000 active; in the data active = inhibition mostly above about 52%, no sharp cut-off; inactive = mostly below about 76%; note: some results filed as inactive read as strong as hits
Myeloid diff MLP = compounds promoting myeloid differentiation; ER-HoxA9 myeloid progenitors, lysozyme-GFP differentiation, flow cytometry; calls only at 10 µM; 1% of 360,000 active;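 active = normalized GFP-positive differentiation at or above the plate's own cutoff, the solvent-only control mean plus 3 SD; inconclusive = no clear call, values can overlap the other calls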;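 note: cells exposed to compound for four days before flow analysis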
LYP inhibition = PTPN22 lymphoid phosphatase activity blockers – biochemical, fluorescence intensity, uHTS (AID 1779) | recombinant LYP phosphatase, fluorescence intensity; higher % means a stronger effect | 0.054% of 290,000 active | inhibition, % at 11.5 µM, or IC50 in µM where a hit was titrated;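 note: plate controls were vehicle with enzyme for no effect and no enzyme for full effect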
XIAP antagonists = small molecules displacing peptide from XIAP – biochemical, IAP family, fluorescence polarization (AID 1018); XIAP BIR domain, fluorescence polarization peptide displacement; higher % means a stronger effect; one-dose displacement, % at 20 µM; IC50 in µM for titrated hits; 0.007% of 200,000 active; in the data active = displacement above about 50%; note: a part of the inactive calls stands beside numbers as strong as those of hits
NS5 inhibitors = flavivirus cap methylation enzyme inhibition – biochemical, confirmation dose response, primary screen (AID 588689). 0.3% of 340,000 active. Dengue-2 NS5 methyltransferase capping enzyme assay, biochemical; higher % means a stronger effect. inhibition, % at 25 µM, or IC50 in µM where a hit was titrated; in the data active = a potency from the dose series; inconclusive = inhibition above about 29% without an active follow-up result
NOD2 inhibition = NOD2 signaling inhibitors, cell-based, luminescence, uHTS, HEK293 (AID 1566); one-dose inhibition, % at 4 µM; EC50 in µM for titrated hits; HEK293 NOD2/NF-kB luciferase reporter, luminescence; higher % means a stronger effect; 0.63% of 290,000 active; note: many of its hits are not listed in these tables
Lipid droplet = modulators of hepatic lipid droplet formation; inhibition, % at 6.5 µM; 0.4% of 240,000 active; AML12 mouse hepatocytes, oleate lipid droplets, BODIPY imaging; AID 1656;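 active = lipid droplet intensity inhibited by at least 50%, with more than 500 cells counted; inconclusive = wells with under 300 cells, treated as cytotoxic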
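Assay system: AML12 mouse liver cells | Compound dosing: One dose, 6.5 µM compound | Read-out basis: Droplet intensity reduction, % inhibition | Measured by: Fluorescence imaging, 20x objective, two fields per well | Schedule: Overnight treatment with compound plus oleate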
Lipid droplet cells 6.5 µM = also measured in Lipid droplet; calls as there; cell count; measured here: cell count, cytotoxicity flag;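 cells counted across two imaged fields per well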
Myeloid diff MLP GFP+ MAC1+ % = recorded beside Myeloid diff MLP, whose call it bears; GFP+ MAC1+ double positive, %; measured here: differentiation confirmed by MAC1 staining
* = called active by the depositor; i = inactive; ? = inconclusive; nt = no result given; + = active, no number. Cut-off read from the data, not from the text of the source, unless noted: active = inhibition above about 50%; inactive = the rest. Not all compounds are listed; the hit share may differ from the screen's.

SMILES	AID2073	SIAH1 antagonists	HIV peptide binding	Myeloid diff MLP	Myeloid diff MLP GFP+ MAC1+ %	LYP inhibition	XIAP antagonists	NS5 inhibitors	NOD2 inhibition	Lipid droplet	Lipid droplet cells 6.5 µM
COc1cccc(NC(=O)C(NCC2CCCCC2)c2ccccc2)c1 (centres undefined)	?	3%	0.7%	i	1.0	-1%	-5.9%	-3%	-2%	-38	763
O=C(COC(=O)c1ccccc1Nc1ccccc1)c1ccccc1	11%	-2%	1.6%	i	2.7	-4%	-1.7%	1%	-5%	nt	nt
O=C1c2ccsc2SCCN1Cc1cccc(F)c1	6%	8%	-1.1%	i	0.5	-5%	nt	-10%	-1%	nt	nt
C=CCN1C(=O)CSc2ccc(C(=O)N3CCC(C)CC3)cc21	-7%	3%	-1.0%	i	8.0	-9%	-18%	-6%	21%	nt	nt
CCOc1ccc(OCCC(=O)Nc2ccc(F)cc2C)cc1	-15%	4%	-2.2%	i	1.0	-6%	-4.8%	-5%	-10%	2	773
COn1c(=O)c(-c2ccc(C)cc2)[n+]([O-])c2ccccc21	-4%	2%	-0.9%	i	0.4	-6%	nt	-2%	7%	11	767
Cc1ccc(-c2noc(CCC(=O)Nc3cccc(C#N)c3)n2)cc1	6%	0%	3.3%	i	1.4	-2%	-1.2%	6%	20%	nt	nt
CC(=O)N(Cc1cc(=O)[nH]c2ccccc12)c1ccc(C)cc1C	0%	2%	0.9%	i	0.4	-8%	nt	-2%	23%	-31	711
Cc1ccc(/C=N/c2sc3c(c2C#N)CCC3)o1	-20%	-7%	13%	i	0.7	-8%	-8.6%	7%	-85%	nt	nt
COc1cc(C(CCN2CCOCC2)c2c(OC)cc(OC)c3c2OC(=O)CC3c2ccc(N(C)C)cc2)cc(OC)c1OC (centres undefined)	2%	3%	-0.4%	i	2.5	-2%	nt	6%	9%	-6	757
COc1ccc(-n2cc(CNCC3CC(=O)N(C4CC4)C3)c(-c3ccccc3Cl)n2)cc1 (centres undefined)	-14%	-6%	-2.4%	i	0.9	-4%	-13%	-2%	-10%	-5	754
CSc1nsc(SC)c1NC(=O)OCC1CCCO1 (centres undefined)	-31%	6%	-0.4%	i	1.0	-8%	-0.9%	-4%	13%	nt	nt
CCn1cc(CNC(=O)CC2C(=O)NCCN2CC(c2ccccc2)c2ccccc2)cn1 (centres undefined)	-3%	3%	4.9%	i	0.6	-8%	-4.4%	17%	-3%	9	666
COC(=O)c1nnn(CC(=O)Nc2cccc(Cl)c2)c1C(=O)OC	31%	-2%	0.1%	i	0.2	-11%	-5.0%	-6%	14%	nt	nt
Cc1ccc(-c2nnn(CC(=O)N(c3ccccc3)C(C(=O)NCC3CCCO3)c3ccc(F)cc3)n2)o1 (centres undefined)	13%	14%	4.9%	i	0.1	-6%	-7.5%	4%	0%	27	710
CC(C)(C)c1ccc(C(=O)NCC(=O)N/N=C/c2ccccc2OCC(=O)O)cc1	7%	4%	5.2%	i	0.1	-2%	-3.1%	-3%	-3%	-3	697
Cc1ccn2c(Nc3ccc4c(c3)OCO4)c(-c3ccccn3)nc2c1	30%	39%	114%*	i	1.1	-6%	-9.2%	28%	-146%	-35	518
O=c1c2ccccc2sn1-c1ccc(S(=O)(=O)N2CCCC2)cc1	26%	-11%	0.0%	i	2.5	-3%	-12%	-4%	15%	nt	nt
CC(=O)Nc1ccc(S(=O)(=O)N2CCC(C(=O)NC3CCCC3)CC2)cc1	8%	-2%	1.5%	i	2.3	-11%	nt	-1%	4%	-3	728
FC(F)(F)c1cccc(NC(=S)N2CCCCCC2)c1	-12%	-4%	-1.6%	i	0.3	3%	-7.0%	-14%	11%	-24	675

The list goes on; the last 6 above are carried over.
SMILES	AID2073	SIAH1 antagonists	HIV peptide binding	Myeloid diff MLP	Myeloid diff MLP GFP+ MAC1+ %	LYP inhibition	XIAP antagonists	NS5 inhibitors	NOD2 inhibition	Lipid droplet	Lipid droplet cells 6.5 µM
Cc1ccc(-c2nnn(CC(=O)N(c3ccccc3)C(C(=O)NCC3CCCO3)c3ccc(F)cc3)n2)o1 (centres undefined)	13%	14%	4.9%	i	0.1	-6%	-7.5%	4%	0%	27	710
CC(C)(C)c1ccc(C(=O)NCC(=O)N/N=C/c2ccccc2OCC(=O)O)cc1	7%	4%	5.2%	i	0.1	-2%	-3.1%	-3%	-3%	-3	697
Cc1ccn2c(Nc3ccc4c(c3)OCO4)c(-c3ccccn3)nc2c1	30%	39%	114%*	i	1.1	-6%	-9.2%	28%	-146%	-35	518
O=c1c2ccccc2sn1-c1ccc(S(=O)(=O)N2CCCC2)cc1	26%	-11%	0.0%	i	2.5	-3%	-12%	-4%	15%	nt	nt
CC(=O)Nc1ccc(S(=O)(=O)N2CCC(C(=O)NC3CCCC3)CC2)cc1	8%	-2%	1.5%	i	2.3	-11%	nt	-1%	4%	-3	728
FC(F)(F)c1cccc(NC(=S)N2CCCCCC2)c1	-12%	-4%	-1.6%	i	0.3	3%	-7.0%	-14%	11%	-24	675
O=C(NC(=S)N1CCN(c2nc(-c3ccccc3)cs2)CC1)c1cccnc1	-8%	-1%	-0.6%	i	0.6	5%	-2.7%	-4%	6%	0	690
O=C(CSc1nnnn1-c1ccc2c(c1)CCC2)Nc1ccc2c(c1)OCCO2	-4%	-1%	-0.8%	i	1.7	0%	-0.7%	4%	13%	nt	nt
C(=N\n1cnnc1)/c1cn(-c2cccs2)nc1-c1ccccc1	26%	-1%	4.9%	i	1.7	-5%	-1.0%	-8%	13%	nt	nt
Cc1ccc(C)c(S(=O)(=O)Nc2nc3ccc(S(N)(=O)=O)cc3s2)c1	11%	-2%	22%	i	1.1	1%	-19%	-6%	-1%	-14	704
Cc1ccc(Nc2nc(N)nc(CSC(=S)N3CCOCC3)n2)c(C)c1	-5%	7%	1.7%	i	1.8	-5%	-4.9%	4%	-25%	21	723
CCc1ccc(-c2nc(SCC(=O)N3CCOCC3)n[nH]2)cc1	-2%	11%	-1.9%	+	1.1*	-3%	-4.4%	-3%	5%	10	737
COc1ccc(C(=O)Nc2ccc(NC(=O)C3CC3)nc2)cc1	15%	2%	2.5%	i	0.6	1%	nt	-5%	-14%	-3	732
Cc1nc2ccccc2nc1OCc1ccccc1	4%	11%	0.5%	i	1.0	-1%	-2.8%	-2%	5%	7	478
COc1ccc(N2CCN(C(=O)c3ccccc3F)CC2)c([N+](=O)[O-])c1	27%	-2%	-1.6%	i	0.8	-3%	nt	-6%	-5%	8	726
Cc1cc(C)nc(N(C#N)Cc2ccccc2C)n1	-11%	-2%	-0.6%	i	0.1	-8%	-19%	1%	16%	-4	500
O=C(COC(=O)C1=COCCO1)Nc1cccc(Oc2ccccc2)c1	-6%	0%	-3.2%	i	1.4	-4%	-4.9%	-9%	-24%	18	782
C/C(=N\O)c1ncc(C(F)(F)F)cc1Cl	9%	5%	-1.2%	i	0.3	-5%	-4.3%	-2%	7%	10	711
O=C(Cc1ccccc1)Nc1ccccc1C(=O)N1CCN(c2ccccc2)CC1	0%	-4%	-1.3%	i	0.7	-10%	nt	-3%	15%	-10	866
Cc1cccc(C)c1NC(=O)CS(=O)CC(=O)NC1CCN(Cc2ccccc2)CC1 (centres undefined)	-2%	0%	0.1%	i	0.7	-7%	-4.2%	-5%	13%	nt	nt
Cc1c(C(=O)N2CC(C)OC(C)C2)sc2nc(-c3ccc(F)cc3)cn12 (centres undefined)	-6%	-4%	-1.8%	i	0.8	-2%	1.8%	1%	6%	nt	nt
CCCn1cnc2cc(NCc3cccs3)ccc21	-3%	13%	-2.1%	i	1.0	-5%	nt	6%	-2%	2	745
CC1CC(C)CN(CCCNC(=O)CCC(=O)N2CC(C)Oc3ccccc32)C1 (centres undefined)	-1%	-2%	2.2%	i	2.6	-12%	nt	0%	7%	-21	806
Cc1cccc(C(=O)NC(C(=O)Nc2ccccc2N2CCOCC2)C(C)C)c1 (centres undefined)	6%	-1%	1.6%	i	0.7	-5%	-2.7%	2%	7%	-10	681
Cc1cc(C)cc(NC(=S)NCCSc2ccc(Cl)cc2)c1	-2%	4%	1.6%	i	1.1	1%	-1.7%	2%	8%	5	630
Cc1[nH]c2ccccc2c1C(=O)CSc1nccc(=O)[nH]1	-4%	2%	-1.9%	i	0.3	-9%	nt	-12%	13%	-37	727
CCOCCCNC(=O)C1CCCN1C(=O)Nc1ccccc1[N+](=O)[O-] (centres undefined)	4%	4%	0.4%	i	0.5	-9%	0.2%	-2%	6%	23	653
COc1ccc(C(OC(=O)c2ccco2)C(=O)NC2CCCCC2)cc1 (centres undefined)	9%	2%	2.8%	i	1.0	2%	-10%	-3%	-5%	0	754
Cc1cccc(C(=O)NCc2nnc(SCC(=O)NC(C)c3ccccc3)n2C)c1 (centres undefined)	2%	6%	2.2%	i	0.3	-2%	-3.2%	-4%	-17%	nt	nt
C=CCCC(=O)N1CCCC(Cc2cccc(Cl)c2)(C(=O)OCC)C1 (centres undefined)	8%	-4%	1.2%	i	0.7	-1%	nt	-4%	-7%	-41	791
CCOC(=O)N1CCN(C(=O)CN(C)S(=O)(=O)c2ccc3c(c2)c(=O)n(C)c(=O)n3C)CC1	-2%	6%	1.3%	i	0.3	-5%	-6.6%	-19%	5%	1	705
COc1cc(OC)c(NS(=O)(=O)c2cc(C(=O)OCC(=O)NCC3CCCO3)ccc2OC)cc1Cl (centres undefined)	4%	4%	0.2%	i	0.5	-6%	-3.2%	-3%	-8%	-45	681
Cc1[nH]c(=O)c(C#N)c2c1CCCC2	12%	2%	1.3%	i	0.6	4%	-1.4%	-3%	10%	0	648
COc1ccc(NC(=O)N2CCN(S(C)(=O)=O)CC2)cc1	-6%	4%	0.5%	i	0.1	7%	-3.0%	-4%	-16%	3	679
C#CCOC(=O)c1ccccc1C(=O)n1nnc2ccccc21	7%	0%	-1.6%	i	7.5	-8%	-7.2%	-20%	31%	nt	nt
COc1ccc(NC(=O)C2=CCN(S(=O)(=O)c3ccccc3)CC2)cc1OC	-11%	0%	-2.2%	i	0.6	-6%	nt	3%	7%	12	635
